CCHFV vOTU inh: CCHFV vOTU protease inhibitors, primary screen, biochemical, Pep-AMC substrate, fluorescence; Crimean-Congo hemorrhagic fever virus L polyprotein viral ovarian tumor (vOTU) protease …; actives 0.55% (n = 370,000); inhibition, % at 11.5 µM; note: 0% = vehicle wells with enzyme and 100% = no enzyme wells
Mtb UGM inh: M. tuberculosis UGM enzyme inhibitors, primary screen, biochemical, fluorescence polarization, single point | purified UGM, fluorescence polarization probe displacement | actives 0.06% (n = 320,000) | inhibition, % at 10 µM; in the data active = inhibition above about 10%, passing the limit was not always enough; inconclusive = no clear call, values can overlap the other calls
Target sequence (P9WIQ1 whole entry, looked up): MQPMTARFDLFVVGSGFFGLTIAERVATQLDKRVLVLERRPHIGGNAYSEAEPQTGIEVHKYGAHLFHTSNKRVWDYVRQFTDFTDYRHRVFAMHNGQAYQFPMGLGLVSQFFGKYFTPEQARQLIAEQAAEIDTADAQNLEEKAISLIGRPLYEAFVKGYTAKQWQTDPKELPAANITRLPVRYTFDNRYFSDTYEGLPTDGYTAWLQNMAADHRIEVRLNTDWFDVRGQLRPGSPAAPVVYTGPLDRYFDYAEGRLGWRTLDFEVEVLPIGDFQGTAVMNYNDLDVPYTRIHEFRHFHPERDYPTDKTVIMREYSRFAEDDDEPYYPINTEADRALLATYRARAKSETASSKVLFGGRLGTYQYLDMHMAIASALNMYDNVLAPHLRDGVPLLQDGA
FadD28 binding: inhibitors of FadD28 bisubstrate probe binding, primary screen, biochemical, fluorescence polarization, single point; inhibition, % at 12.5 µM; actives 0.22% (n = 360,000); AID 588549, 2011; in the data active = inhibition above about 8.5%, passing the limit was not always enough; inconclusive = no clear call, values can overlap the other calls
PrPC surface inh: inhibitors of human cell surface prion protein PrPC, primary screen, cell-based, TR-FRET. Major prion protein (Homo sapiens), P04156. TR-FRET read-out. inhibition, % at 13.8 µM. actives 0.43% (n = 370,000). AID 720596, 2013; in the data active = inhibition above about 24%; note: 0% = median of the test wells and 100% = reference compound wells
BoNT-A LC inh2: BoNT/A light chain protease inhibitors, primary screen, biochemical, flow cytometry, MLPCN library; Botulinum neurotoxin type A light chain protease (Clostridium botulinum A str. ATCC 3502); multiplex microsphere protease substrate cleavage; inhibition, % at 10 µM; actives 0.17% (n = 360,000); in the data active = inhibition above about 30%; inconclusive = no clear call, values can overlap the other calls; note: plate controls were buffer without enzyme for full effect and enzyme alone for no effect
BoNT-F LC inh: BoNT/F light chain protease inhibitors, primary screen, biochemical, flow cytometry, MLPCN library | Multiplex microsphere protease cleavage assay | inhibition, % at 10 µM | actives 0.22% (n = 360,000) | Botulinum neurotoxin type F light chain protease (Clostridium botulinum); in the data active = inhibition above about 35%, passing the limit was not always enough; inconclusive = no clear call, values can overlap the other calls; note: plate controls were buffer without enzyme for full effect and enzyme alone for no effect
GDH-TPI inh: GDH-TPI coupling enzyme inhibitors, primary screen, artefact control for M. tuberculosis FBA inhibitor project, biochemical, absorbance, full deck. GDH-TPI coupled enzyme counterscreen, NADH absorbance. inhibition, % at 4.8 µM. actives 1.2% (n = 360,000). AID 588335, 2011;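 note: 0% = DMSO wells and 100% = wells lacking the enzyme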
BioA inh: M. tuberculosis BioA enzyme inhibitors, primary screen, biochemical, plate reader, single point, HTS; 7,8-diaminopelargonic acid synthase BioA (Mycobacterium tuberculosis); purified M. tuberculosis BioA enzyme; inhibition, % at 9.99 µM; actives 0.096% (n = 360,000); AID 602481, 2012; in the data active = inhibition above about 40%; inconclusive = no clear call, values can overlap the other calls
FBA Mtb inh: Mtb FBA enzyme inhibitors, primary screen, biochemical, fluorescence, strain H37Rv. purified M. tuberculosis FBA, fluorescence read-out. inhibition, % at 1 µM. actives 2.3% (n = 360,000). Fructose-bisphosphate aldolase (Mycobacterium tuberculosis (strain ATCC 25618 / H37Rv)), …; in the data active = inhibition above about 27%;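 note: 0% = vehicle and 100% = reference inhibitor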
Target sequence (P9WQA3 whole entry, looked up): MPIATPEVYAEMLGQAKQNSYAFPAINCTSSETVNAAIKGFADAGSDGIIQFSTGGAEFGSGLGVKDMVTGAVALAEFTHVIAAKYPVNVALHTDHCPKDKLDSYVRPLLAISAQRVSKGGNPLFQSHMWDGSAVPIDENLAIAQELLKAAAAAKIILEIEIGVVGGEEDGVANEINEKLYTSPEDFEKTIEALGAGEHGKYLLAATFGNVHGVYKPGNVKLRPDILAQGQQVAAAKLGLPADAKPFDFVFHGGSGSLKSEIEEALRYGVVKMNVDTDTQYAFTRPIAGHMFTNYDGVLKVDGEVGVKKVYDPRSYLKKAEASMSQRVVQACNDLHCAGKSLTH
* = called active by the depositor. Cut-off read from the data, not from the text of the source, unless noted: active = inhibition above about 30%; inactive = the rest.

Results for Cc1cc(C(=O)N/N=C/c2c(C)[nH]c3ccccc23)n[nH]1 ?
CCHFV vOTU inh: 4; Mtb UGM inh: 3.9; FadD28 binding: -0.5; PrPC surface inh: -5; GDH-TPI inh: 56*; BioA inh: -0.4; FBA Mtb inh: -1

How did Cc1ccc(NC(=O)COC(=O)CN2C(=O)C3CCCCC3C2=O)cc1S(=O)(=O)N1CCOCC1 (stereo not drawn) do in these assays?
CCHFV vOTU inh: 10; Mtb UGM inh: 0.8; FadD28 binding: -1.7; PrPC surface inh: 4; BoNT-A LC inh2: 0.5; BoNT-F LC inh: 0; GDH-TPI inh: 8; BioA inh: -2.8; FBA Mtb inh: 0

What do the screens show for `COc1ccc(CSc2cccc3cccnc23)cc1[N+](=O)[O-]`?
CCHFV vOTU inh: 1; Mtb UGM inh: -0.5; FadD28 binding: -16; PrPC surface inh: -11; BoNT-A LC inh2: 1.0; BoNT-F LC inh: -3; GDH-TPI inh: -2; FBA Mtb inh: 1

Results for O=C1NC(Cc2c[nH]c3ccccc23)C(=O)N1Cc1cccc2ccccc12 (stereo not drawn) ?
CCHFV vOTU inh: -1; Mtb UGM inh: 3.8; FadD28 binding: -0.2; PrPC surface inh: -4; BoNT-A LC inh2: -0.2; BoNT-F LC inh: 0; GDH-TPI inh: 9; BioA inh: -1.1; FBA Mtb inh: 0

How did CC(=O)N1N=C(c2ccc(C)cc2)OC1c1ccc(Br)cc1 (stereo not drawn) do in these assays?
CCHFV vOTU inh: -8; Mtb UGM inh: 1.8; FadD28 binding: -2.1; PrPC surface inh: 9; BoNT-A LC inh2: -0.3; BoNT-F LC inh: -1; GDH-TPI inh: 0; FBA Mtb inh: 5

What do the screens show for `c1ccc(-n2cnc3cc(NCc4cccs4)ccc32)cc1`?
CCHFV vOTU inh: 12; Mtb UGM inh: -0.7; FadD28 binding: -0.7; PrPC surface inh: 5; BoNT-A LC inh2: inconclusive; BoNT-F LC inh: -7; GDH-TPI inh: 12; BioA inh: 1.4; FBA Mtb inh: 2

What do the screens show for `CCC(=O)Nc1ccc(C(=O)Nc2cc(C)on2)cc1`?
CCHFV vOTU inh: 0; Mtb UGM inh: -4.2; FadD28 binding: 0.2; PrPC surface inh: 0; BoNT-A LC inh2: 0.8; BoNT-F LC inh: -3; GDH-TPI inh: 2; BioA inh: 0.8; FBA Mtb inh: 2

How did O=C1COc2cc(O)ccc21 do in these assays?
CCHFV vOTU inh: 5; FadD28 binding: -3.9; PrPC surface inh: 28*; BoNT-A LC inh2: 0.5; BoNT-F LC inh: -9; GDH-TPI inh: 22; BioA inh: -0.7; FBA Mtb inh: 1

How did O=C1OCCN1C(=O)[C@H]1[C@H](c2ccc(Cl)cc2)C(c2ccccc2)=NN1c1ccccc1 do in these assays?
CCHFV vOTU inh: -11; FadD28 binding: -6.2; PrPC surface inh: 1; BoNT-A LC inh2: 0.2; BoNT-F LC inh: -1; GDH-TPI inh: -10; BioA inh: -1.0; FBA Mtb inh: 22

Results for COC(=O)C1=C(c2ccc(F)cc2OCc2ccccc2)C[C@@H]2CC[C@H]1N2C(=O)N1CCCCC1 ?
CCHFV vOTU inh: 4; Mtb UGM inh: -1.7; FadD28 binding: -3.2; PrPC surface inh: 5; BoNT-A LC inh2: 0.2; BoNT-F LC inh: -4; GDH-TPI inh: 9; BioA inh: -2.6; FBA Mtb inh: 4

Results for COc1ccc(-c2ccc(CCC(=O)O)n2-c2ccccc2O)cc1 ?
CCHFV vOTU inh: 11; Mtb UGM inh: 0.8; FadD28 binding: 1.6; PrPC surface inh: -1; BoNT-A LC inh2: -1.4; BoNT-F LC inh: -11; GDH-TPI inh: 18; BioA inh: -1.1; FBA Mtb inh: 6

How did O=C(OCc1ccccc1)N1CCOCCOCCN(C(=O)OCc2ccccc2)CCOCCOCC1 do in these assays?
CCHFV vOTU inh: 2; Mtb UGM inh: -0.9; FadD28 binding: -1.5; PrPC surface inh: 9; BoNT-A LC inh2: 0.5; BoNT-F LC inh: 1; GDH-TPI inh: 11; BioA inh: 0.4; FBA Mtb inh: 3

Results for Cc1cccc(CC(=O)Nc2cc(=O)n(C)c(=O)n2C)c1 ?
CCHFV vOTU inh: 3; Mtb UGM inh: 0.0; FadD28 binding: -3.7; PrPC surface inh: 2; BoNT-A LC inh2: 0.2; BoNT-F LC inh: -4; GDH-TPI inh: -3; BioA inh: -0.9; FBA Mtb inh: 0

Results for CN(CCCNC(=O)c1cn(C)c2ccc(S(=O)(=O)N(C)C)cc2c1=O)c1ccccc1 ?
CCHFV vOTU inh: 16; Mtb UGM inh: 1.0; FadD28 binding: -3.4; PrPC surface inh: -8; BoNT-A LC inh2: -0.2; BoNT-F LC inh: -5; GDH-TPI inh: 6; BioA inh: 0.3; FBA Mtb inh: -1

How did Cn1c(=O)c2[nH]cnc2n(-c2ccccc2)c1=O do in these assays?
CCHFV vOTU inh: -1; Mtb UGM inh: 1.0; FadD28 binding: 0.2; PrPC surface inh: -2; BoNT-A LC inh2: 0.3; BoNT-F LC inh: inconclusive; GDH-TPI inh: 5; BioA inh: -1.0; FBA Mtb inh: 0

What do the screens show for `COc1ccc(CCn2c(C)c(C(C)=O)c(C(C)=O)c2C)cc1OC`?
CCHFV vOTU inh: 8; Mtb UGM inh: 0.8; FadD28 binding: -4.1; PrPC surface inh: 4; BoNT-A LC inh2: 0.2; BoNT-F LC inh: 5; GDH-TPI inh: -2; BioA inh: 1.4; FBA Mtb inh: 1

Results for COc1ccc(CN2C(=O)NC(=O)/C(=C/c3cc(OC)c(OC)c(OC)c3)C2=O)cc1 ?
CCHFV vOTU inh: 2; Mtb UGM inh: 0.9; FadD28 binding: -0.4; PrPC surface inh: -3; BoNT-A LC inh2: 2.2; BoNT-F LC inh: inconclusive; GDH-TPI inh: 6; BioA inh: -1.7; FBA Mtb inh: 0

What do the screens show for `CCCCNC(=O)CN1C(=O)NC(CCc2ccccc2)C1=O` (stereo not drawn)?
CCHFV vOTU inh: -4; Mtb UGM inh: 1.7; FadD28 binding: -3.8; PrPC surface inh: 6; BoNT-A LC inh2: 0.5; BoNT-F LC inh: 1; GDH-TPI inh: -8; FBA Mtb inh: 0

What do the screens show for `Cc1nc(SCC(=O)Nc2cc(C(N)=O)cc(C(N)=O)c2)c2c(C)c(C)sc2n1`?
CCHFV vOTU inh: -2; Mtb UGM inh: 2.7; FadD28 binding: -3.4; PrPC surface inh: 85*; BoNT-A LC inh2: -0.3; BoNT-F LC inh: -7; GDH-TPI inh: 8; BioA inh: -2.3; FBA Mtb inh: 1

Results for COc1cc(C(=O)NCc2ccncc2)cc(Br)c1OCc1ccccc1 ?
CCHFV vOTU inh: 3; Mtb UGM inh: 1.9; FadD28 binding: -2.6; PrPC surface inh: 4; BoNT-A LC inh2: 1.0; BoNT-F LC inh: -7; GDH-TPI inh: 0; BioA inh: 0.2; FBA Mtb inh: 0

What do the screens show for `CCCc1cc(=O)[nH]c(SCC(=O)c2cc(C)n(C)c2C)n1`?
CCHFV vOTU inh: 3; Mtb UGM inh: -0.2; FadD28 binding: 0.1; PrPC surface inh: -3; BoNT-A LC inh2: -1.8; BoNT-F LC inh: -15; GDH-TPI inh: 7; BioA inh: -1.9; FBA Mtb inh: 1

How did Cc1ccc(C)c(C(=O)n2cnnc2N)c1 do in these assays?
CCHFV vOTU inh: 8; Mtb UGM inh: 0.6; FadD28 binding: 1.6; PrPC surface inh: -4; BoNT-A LC inh2: -0.2; BoNT-F LC inh: -16; GDH-TPI inh: 14; BioA inh: -0.1; FBA Mtb inh: 4

Results for CC[C@@]1(C(=O)OC)N[C@H](CN(C)C(=O)c2ccccc2)[C@@H]2C(=O)N(Cc3ccccc3)C(=O)[C@@H]21 ?
CCHFV vOTU inh: -7; FadD28 binding: -1.5; PrPC surface inh: 1; BoNT-A LC inh2: -0.4; BoNT-F LC inh: -4; GDH-TPI inh: 0; BioA inh: 0.0; FBA Mtb inh: 0

How did N#Cc1cn(CC(=O)N2CCCC2)c2ccccc12 do in these assays?
CCHFV vOTU inh: 15; Mtb UGM inh: 3.3; FadD28 binding: -1.2; PrPC surface inh: 1; BoNT-A LC inh2: 0.1; BoNT-F LC inh: -6; GDH-TPI inh: -1; BioA inh: 0.6; FBA Mtb inh: -4

What do the screens show for `CCOC(=O)N1CCN(C(c2ccc(C)cc2)c2sc3nc(C)nn3c2O)CC1` (stereo not drawn)?
CCHFV vOTU inh: 16; Mtb UGM inh: -1.4; FadD28 binding: -1.1; PrPC surface inh: -3; BoNT-A LC inh2: -0.8; BoNT-F LC inh: -13; GDH-TPI inh: 4; BioA inh: -1.6; FBA Mtb inh: 1

What do the screens show for `C=CCNC(=O)/C(C#N)=C/c1ccccc1[N+](=O)[O-]`?
CCHFV vOTU inh: -1; Mtb UGM inh: 0.9; FadD28 binding: 1.1; PrPC surface inh: -5; BoNT-A LC inh2: 0.2; BoNT-F LC inh: -5; GDH-TPI inh: 7; FBA Mtb inh: -2

What do the screens show for `Cc1ccc(S(=O)(=O)NNC(=O)c2ccccc2O)cc1`?
CCHFV vOTU inh: -9; Mtb UGM inh: 3.7; FadD28 binding: -1.3; PrPC surface inh: 0; BoNT-A LC inh2: 2.7; BoNT-F LC inh: 39*; GDH-TPI inh: 10; FBA Mtb inh: 5

What do the screens show for `O=C(C[C@@H]1C/C=C/CC[C@H](Cc2ccc(F)cc2)C(=O)OC[C@@H](Cc2ccccc2)NC1=O)N[C@H](CO)Cc1ccccc1`?
CCHFV vOTU inh: 11; Mtb UGM inh: 4.0; FadD28 binding: 0.1; PrPC surface inh: -5; BoNT-A LC inh2: 0.0; BoNT-F LC inh: -2; GDH-TPI inh: -1; BioA inh: 2.4; FBA Mtb inh: 3

Results for COc1cc2c(cc1OC)C(C)=NC1(CCCCC1)C2 ?
CCHFV vOTU inh: -191; Mtb UGM inh: -0.8; FadD28 binding: -4.7; PrPC surface inh: -6; BoNT-A LC inh2: -0.1; BoNT-F LC inh: -2; GDH-TPI inh: 15; BioA inh: 0.4; FBA Mtb inh: 186*

What do the screens show for `O=C(Oc1ccccc1C(=S)N1CCOCC1)c1cccc([N+](=O)[O-])c1`?
CCHFV vOTU inh: 10; Mtb UGM inh: 1.0; PrPC surface inh: -6; BoNT-A LC inh2: -0.7; BoNT-F LC inh: -1; GDH-TPI inh: 3; BioA inh: -0.6; FBA Mtb inh: 0

For reference, part of the list above:
What do the screens show for `CCCc1cc(=O)[nH]c(SCC(=O)c2cc(C)n(C)c2C)n1`?
CCHFV vOTU inh: 3; Mtb UGM inh: -0.2; FadD28 binding: 0.1; PrPC surface inh: -3; BoNT-A LC inh2: -1.8; BoNT-F LC inh: -15; GDH-TPI inh: 7; BioA inh: -1.9; FBA Mtb inh: 1

How did Cc1ccc(C)c(C(=O)n2cnnc2N)c1 do in these assays?
CCHFV vOTU inh: 8; Mtb UGM inh: 0.6; FadD28 binding: 1.6; PrPC surface inh: -4; BoNT-A LC inh2: -0.2; BoNT-F LC inh: -16; GDH-TPI inh: 14; BioA inh: -0.1; FBA Mtb inh: 4

Results for CC[C@@]1(C(=O)OC)N[C@H](CN(C)C(=O)c2ccccc2)[C@@H]2C(=O)N(Cc3ccccc3)C(=O)[C@@H]21 ?
CCHFV vOTU inh: -7; FadD28 binding: -1.5; PrPC surface inh: 1; BoNT-A LC inh2: -0.4; BoNT-F LC inh: -4; GDH-TPI inh: 0; BioA inh: 0.0; FBA Mtb inh: 0

Source: PubChem BioAssay (several laboratories)
